SIAE inh = blocks human sialic acid acetylesterase; Q9HAT2; SIAE FP-Rh probe binding, fluorescence polarization; inhibition, % at 9.66 µM; hit rate 0.69% among 370,000; AID 1053197;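 active = inhibition above a cutoff: mean of compounds within the control limits plus 3 SD of those, cut at about 17% in these data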;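 also: 0% = plate median of compound wells and 100% = probe without SIAE protein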
UHRF1 binding = human UHRF1 methylated DNA binding inhibitors. AID 687016. Q96T88. UHRF1 binding to methylated oligo, TR-FRET. inhibition, % at 4.4 µM. hit rate 0.75% among 370,000; in the data active = inhibition above about 21%;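 also: UHRF1 SRA domain binding a hemimethylated CpG hairpin DNA probe; 0% = median of test compound wells and 100% = reference inhibitor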
ABHD4 inh = inhibitors of mouse ABHD4 | purified mABHD4, FP-Rh probe fluorescence polarization | inhibition, % at 8.92 µM | hit rate 0.54% among 370,000 | AID 720543;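 active = inhibition exceeding the mean over every tested compound plus 3 SD, cut at about 30% in these data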;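 also: 0% = plate median of compound wells and 100% = S159A mutant with DMSO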
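Assay system: wild-type mouse ABHD4 protein; compound: single nominal dose of 8.92 µM, 0.89% DMSO final; schedule: 45 min + 60 min at 25 °C; measured by: FP readout, ex 525 nm / em 598 nm; evaluation: % inhibition of FP-Rh probe binding versus controls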
TCR-CD3 inh = inhibitors of human TCR-CD3 interaction | TAMRA-labeled TCR probe fluorescence, biochemical | inhibition, % at 9.4 µM | hit rate 0.37% among 360,000; in the data active = inhibition above about 19%;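 also: recombinant mutant TCR 2C K166C tagged with TAMRA read by polarization; 0% = receptor in buffer alone and 100% = receptor with positive control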
PRMT1 inh = blocks human protein arginine methyltransferase 1; hit rate 1.3% among 370,000; recombinant PRMT1, activity-based probe fluorescence polarization; inhibition, % at 2.79 µM; Q99873;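 active = inhibition above about 21% made by adding two undisclosed values, limit read from the data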
NPR1 activator = GC-A (human) enzyme activation; HEK293 GC-A cells, cGMP TR-FRET, EC30 ANP; 0% at EC30 ANP, 100% saturating ANP; AID 1671463; P16066; activation, % at 10 µM; hit rate 0.14% among 370,000; in the data active = activation above about 40%
Target sequence (P16066 whole entry, looked up): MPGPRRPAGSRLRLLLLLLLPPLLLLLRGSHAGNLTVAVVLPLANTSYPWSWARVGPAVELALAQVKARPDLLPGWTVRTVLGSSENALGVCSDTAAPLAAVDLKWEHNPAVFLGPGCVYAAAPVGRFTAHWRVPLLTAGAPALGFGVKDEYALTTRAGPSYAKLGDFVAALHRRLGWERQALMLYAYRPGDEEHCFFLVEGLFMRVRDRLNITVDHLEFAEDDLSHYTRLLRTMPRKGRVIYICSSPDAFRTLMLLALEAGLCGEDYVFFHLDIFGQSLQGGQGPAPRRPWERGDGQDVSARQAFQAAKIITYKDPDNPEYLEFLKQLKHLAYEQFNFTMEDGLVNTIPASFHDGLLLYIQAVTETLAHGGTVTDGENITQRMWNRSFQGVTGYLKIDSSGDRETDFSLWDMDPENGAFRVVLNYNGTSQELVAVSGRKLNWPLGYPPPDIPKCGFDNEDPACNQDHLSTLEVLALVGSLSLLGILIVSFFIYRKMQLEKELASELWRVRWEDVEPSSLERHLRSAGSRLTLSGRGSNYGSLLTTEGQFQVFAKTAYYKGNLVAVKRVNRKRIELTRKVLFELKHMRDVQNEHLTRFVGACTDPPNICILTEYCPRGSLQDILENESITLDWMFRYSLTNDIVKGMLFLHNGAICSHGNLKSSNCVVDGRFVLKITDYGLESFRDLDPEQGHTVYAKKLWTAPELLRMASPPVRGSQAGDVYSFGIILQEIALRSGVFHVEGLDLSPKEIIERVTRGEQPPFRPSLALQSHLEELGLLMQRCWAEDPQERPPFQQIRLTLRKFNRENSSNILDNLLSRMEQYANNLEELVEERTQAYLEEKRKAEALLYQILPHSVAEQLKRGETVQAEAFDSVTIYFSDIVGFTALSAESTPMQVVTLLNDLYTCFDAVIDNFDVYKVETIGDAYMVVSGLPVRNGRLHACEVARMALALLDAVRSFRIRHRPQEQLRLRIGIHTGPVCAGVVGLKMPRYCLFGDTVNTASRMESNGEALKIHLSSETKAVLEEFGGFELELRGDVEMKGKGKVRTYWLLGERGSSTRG
GC-B act = GC-B (human) receptor activation; P20594; HEK293-GC-B cells, CNP EC30, cGMP TR-FRET; 0% at EC30 CNP, 100% saturating CNP; activation, % at 10 µM; hit rate 0.11% among 370,000; AID 1920062;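 active = activation at 10 µM reaching about 35% in either raw or pattern-adjusted values, limit read from the data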
MBD2 DNA inh = blocks human MBD2 binding to methylated DNA; hit rate 0.31% among 370,000; AID 686964; Q9UBB5; inhibition, % at 4.4 µM; TR-FRET, MBD2 binding to methylated oligonucleotide; in the data active = inhibition above about 13%
HTRA1 inh = blocks human HTRA1 serine peptidase; Q92743; recombinant HTRA1, FP-rhodamine activity-based probe, fluorescence polarization; inhibition, % at 5.96 µM; hit rate 0.5% among 340,000; AID 504803; in the data active = inhibition above about 36%;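 also: 0% = enzyme with DMSO and 100% = wells lacking enzyme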
rCAG RNA binder = binds r(CAG) RNA repeats | AID 651821 | hit rate 1.3% among 370,000 | inhibition, % at 3 µM | r(CAG) RNA repeat, TO-PRO-1 dye displacement fluorescence;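 active = inhibition above the plate cutoff, the mean of all test compounds on that plate plus 3 SD, cut at about 35% in these data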;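 also: 0% = DMSO alone and 100% = 100 µM mitoxantrone as full dye displacement; higher means more dye released from RNA so lower well fluorescence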
An asterisk follows results filed as active; · = no result given. This is a subset; count on the stated rates, not on these rows.

SMILES | SIAE inh | UHRF1 binding | ABHD4 inh | TCR-CD3 inh | PRMT1 inh | NPR1 activator | GC-B act | MBD2 DNA inh | HTRA1 inh | rCAG RNA binder
CC(C)(C)NS(=O)(=O)c1ccc(Oc2ncc(C(F)(F)F)cc2Cl)cc1 | -8 | 0 | -17 | -13 | 6 | 0 | -4 | 6 | -18 | -6
COCCNS(=O)(=O)c1ccc(-c2ccc(S(=O)(=O)NCCOC)cc2)cc1 | -2 | -1 | -5 | 7 | 1 | 2 | 6 | 0 | 5 | -4
COC(=O)C1=C(C)N(CC(C)C)C(=S)NC1c1ccc(-c2ccccc2)cc1 (centres undefined) | -5 | 1 | -17 | -3 | -6 | 0 | 1 | -3 | · | 2
CSc1ccc(C(=O)C2CCCN(C(=O)CCCn3cncn3)C2)cc1 (centres undefined) | -3 | 4 | 0 | -2 | 2 | 0 | 5 | 1 | -17 | -6
CC(C)NC(=O)C(Cc1ccccc1)N1C(=O)c2ccccc2C1=O (centres undefined) | 2 | 4 | 9 | -2 | -1 | 2 | -1 | 1 | -3 | -4
Fc1ccc(Oc2nccc(-c3ccc(Cl)cc3)n2)cc1 | 4 | 0 | -2 | 3 | 0 | 10 | 5 | 4 | -20 | -6
CC1CCC(NC(=O)C2CCN(S(=O)(=O)c3ccc4nc5c(c(C(=O)O)c4c3)CC(C)CC5)CC2)CC1 (centres undefined) | -3 | 2 | 4 | 2 | 1 | -6 | -4 | 2 | -2 | 27
CCCc1cc(=O)[nH]c(SCC(=O)Nc2cc(S(=O)(=O)N3CCOCC3)ccc2Cl)n1 | -2 | 1 | 0 | -8 | 5 | 0 | -1 | -6 | 2 | 16
Cc1ccc(C2(C)NC(=O)N(CC(=O)Nc3ccccc3C(=O)N3CCCCC3)C2=O)cc1 (centres undefined) | 6 | 0 | 3 | -6 | 3 | 2 | 3 | 0 | -3 | -8
Cc1ccc(C)c(NC(=O)CN(C)C(=O)CSC(C)C(=O)Nc2cc(C)on2)c1 (centres undefined) | -8 | 0 | -5 | 5 | -4 | 0 | 0 | -2 | 3 | -1
CC(C)C[C@H](NC(=O)[C@H](Cc1ccccc1)n1c(=O)[nH]c2ccccc2c1=O)C(=O)N1CCC[C@@H]1C(=O)O | 2 | 2 | 1 | 2 | -1 | 1 | -3 | 1 | -2 | 7
COc1ccc(C(=O)N/N=C2/SCC(=O)N2Cc2ccc3c(c2)OCO3)cc1OC | -4 | 2 | -10 | -3 | 1 | -2 | 0 | 0 | 1 | -2
COc1ccc(C(C(=O)NCc2ccccc2)n2c(=O)c(-c3cc4ccccc4[nH]3)nc3ccccc32)cc1 (centres undefined) | -40 | 1 | -32 | 3 | 2 | 6 | 7 | 5 | · | 18
OCC1(CCOc2ccccc2)CCN(Cc2ccc(OC(F)F)cc2)CC1 | 6 | 5 | -4 | -10 | -5 | 1 | -1 | 3 | -6 | -8
O=C(COC(=O)Cc1ccc(F)cc1)Nc1ccc2[nH]c(=O)[nH]c2c1 | 18* | -1 | 1 | 8 | -2 | -2 | -1 | -2 | 1 | 3
CCN1/C(=C2\OC(=S)N(C)C2=O)C=Cc2ccccc21 | 1 | 17 | -1 | 1 | -1 | 4 | 1 | -1 | 8 | 2
COc1ccc(C(=O)N2CCc3ccc(NC(=O)c4ccccn4)cc3C2)cc1F | 1 | 0 | 3 | -3 | -5 | -1 | -7 | -5 | -9 | 0
CCOc1ncccc1C(=O)NCC(c1ccco1)N1CCCCC1 (centres undefined) | -5 | 14 | -5 | -4 | 0 | -5 | 0 | 3 | -2 | -2
Nc1ccc2ccccc2c1N=Nc1ccccc1 | 12 | -2 | 39* | 1 | -2 | -5 | -8 | -10 | 59* | 9
Nc1ccc2ncccc2c1N | 9 | 0 | 10 | 14 | -1 | -1 | -5 | 2 | 11 | 5
O=C(c1ccccc1)C(CCc1ccccn1)CCc1ccccn1 | 1 | 1 | 6 | -3 | 2 | -6 | 2 | 0 | -4 | 0
N#CCO/N=C(\c1ccccc1)c1ccncc1 | -2 | 1 | -1 | 3 | -1 | 3 | 1 | 3 | 1 | -5
Cc1ccc(-c2nc(CS(=O)(=O)CC(=O)N3CC(C)CC(C)C3)c(C)o2)cc1 (centres undefined) | 0 | 1 | 22 | -14 | 8 | 4 | 3 | 2 | -17 | 0
CCSc1ccccc1C(=O)NCc1ccc2c(c1)OCO2 | -2 | -1 | 7 | -1 | 0 | 5 | 3 | 2 | -4 | -1
O=c1c2ccccc2nc2ccc(NCc3cccs3)nn12 | 1 | 0 | 5 | -3 | 3 | 2 | -9 | 0 | 2 | 1
Cc1ccc(CSc2nnc(-c3ccccn3)n2Cc2cccs2)cc1 | 2 | 0 | -9 | 5 | -9 | -17 | -14 | -1 | · | -1
CNc1nc(-c2ccc(OC)cc2)c(-c2ccc(OC)cc2)s1 | 6 | -1 | 2 | -6 | -1 | 1 | 4 | 2 | 1 | 2
CC(C)OCCCn1c(=N)c(C(N)=S)cc2c(=O)n3ccccc3nc21 | 3 | -1 | 1 | 6 | 3 | 25 | 16 | -8 | 22 | 2
COC(=O)c1ccc(C2=NOC(C)(c3nnc(-c4cccc(Cl)c4)o3)C2)cc1 (centres undefined) | -3 | 0 | -1 | 5 | -1 | 0 | -3 | -7 | -36 | -4
NC(=S)NN=C1c2cc(S(=O)(=O)N3CCOCC3)ccc2-c2ccc(S(=O)(=O)N3CCOCC3)cc21 | -3 | -17 | -1 | -6 | 30* | -2 | -10 | -4 | -3 | 35*
CCOc1ccccc1CNC(=O)c1ccc(NC(=O)C2=CSCCO2)cc1 | -5 | -1 | -1 | 0 | 0 | -2 | -2 | -1 | -9 | -1
CCOC(=O)N1CCC(NC(=O)c2ccc3c(Cl)c4c(nc3c2)CCCC4)CC1 | -2 | 0 | 4 | 6 | -1 | 2 | 2 | 2 | -4 | 1
COC(=O)C(Cc1cccc(C)n1)(c1ccccc1)c1ccccc1 | -3 | 2 | 4 | 2 | 2 | -5 | -4 | -5 | -5 | -10
O=C(N/N=C/c1ccc(O)cc1)c1[nH]c2ccc(Br)cc2c1-c1ccccc1 | -25 | 0 | -26 | -3 | 3 | 0 | -9 | 3 | -71 | 14
COC(=O)[C@]1(CC(C)C)N[C@H](c2ccc(-c3ccc(F)cc3)cc2)[C@@H]2C(=O)N(C)C(=O)[C@@H]21 | 1 | -2 | 7 | -3 | 2 | 2 | 2 | -1 | -4 | -4
Cn1ccs/c1=N\C(=O)Nc1ccccc1 | 1 | 4 | 3 | 1 | -2 | -2 | 3 | 0 | -2 | -2
O=C(Nc1ccc(F)cc1)OCc1cn(Cc2ccc(F)cc2F)nn1 | -3 | 1 | -3 | · | -2 | 0 | 0 | -9 | · | -1
COc1ccc(CNc2cc(C)ccc2C)c(OC)c1OC | 4 | -1 | 3 | 6 | 0 | -9 | -5 | 0 | 2 | -2
COc1ccc(OC)c(S(=O)(=O)NCCC(C)C)c1 | 12 | -2 | 0 | -6 | -5 | -8 | -3 | 1 | -2 | -4
CN1CC(=O)N(C)c2nc(Br)n(C)c2C1=O | 0 | 2 | -8 | -1 | 5 | -1 | -4 | 1 | 7 | -1
Cc1ccc(/C=C/C(=O)N2CCN(S(=O)(=O)c3cccs3)CC2)o1 | -4 | 2 | 2 | 3 | 11 | 3 | 4 | -2 | 0 | 0
Cc1ccc(-c2c(C(=O)N/N=C/c3sccc3C)nnn2-c2nonc2N)cc1 | -3 | 0 | -8 | -2 | -2 | 3 | -4 | -1 | 6 | 7
COCCCN(Cc1cc(OC)c(OC)c(OC)c1)C(=S)Nc1cccc(SC)c1 | -2 | 2 | 3 | -7 | -1 | 2 | 0 | -1 | -2 | 3
Cc1ccc(N(C(=O)Cc2c[nH]c3ccccc23)C(C(=O)NC2CCCCC2)c2ccco2)cc1 (centres undefined) | 6 | -2 | -4 | 8 | -1 | -14 | -10 | 5 | 0 | 0
CC(=O)NC(Cc1ccccc1F)C(=O)NC1CCN(S(=O)(=O)c2ccccc2)CC1 (centres undefined) | 7 | -1 | 2 | 6 | -2 | 0 | 0 | 2 | 2 | -4

Printed as active in ABHD4 inh (from the list above):
Compound	SIAE inh	UHRF1 binding	ABHD4 inh	TCR-CD3 inh	PRMT1 inh	NPR1 activator	GC-B act	MBD2 DNA inh	HTRA1 inh
Nc1ccc2ccccc2c1N=Nc1ccccc1	12	-2	39*	1	-2	-5	-8	-10	59*

Remaining list, next part.
SMILES | SIAE inh | UHRF1 binding | ABHD4 inh | TCR-CD3 inh | PRMT1 inh | NPR1 activator | GC-B act | MBD2 DNA inh | HTRA1 inh | rCAG RNA binder
C#CCOCCOCCOCCNc1nc(N2CCN(C(=O)C([C@@H](C)O)n3cc([C@@H](N)CCCCN)nn3)CC2)nc(N2CCN(C(=O)[C@H](CCCCN)n3cc([C@@H](N)[C@H](C)CC)nn3)CC2)n1 (some centres undefined) | 1 | 10 | 5 | 0 | 2 | 7 | -4 | 2 | 5 | 9
CCOc1ccc(Nc2nc(N(C)c3ccccc3)nc(N)c2[N+](=O)[O-])cc1 | 1 | -2 | 0 | 0 | -2 | -20 | -13 | -2 | -8 | 1
O=S(=O)(c1ccccc1)N1CCN(C2CCCCCCC2)CC1 | 3 | 15 | 1 | 4 | -2 | 1 | 4 | -4 | -4 | -5
Cc1c(C(=O)/C=C/c2ccccc2F)c2cc(O)ccc2n1C | -1 | 2 | -4 | 0 | -4 | 4 | -7 | -2 | -11 | 9
O=C(C(Cc1ccccc1)NS(=O)(=O)c1cccc2cccnc12)N1CCc2ccccc21 (centres undefined) | 2 | 1 | -1 | 6 | 1 | -19 | -12 | 0 | -13 | 3
CC(=O)NC(Cc1ccc(F)cc1)C(=O)NC1CCN(c2ncccc2[N+](=O)[O-])CC1 (centres undefined) | 7 | -2 | 3 | 1 | -6 | -11 | -1 | 5 | 7 | -7
CCOC(=O)Cn1c(=O)oc2cc(S(=O)(=O)NC3CCCc4ccccc43)ccc21 (centres undefined) | -1 | -2 | -7 | 1 | 1 | -3 | 7 | -1 | -10 | 3
CCOc1ncccc1C(=O)Nc1ccc(S(=O)(=O)Nc2nc(C)cc(C)n2)cc1 | -3 | -2 | 7 | 7 | 1 | 9 | 4 | -2 | 3 | 17
O=C(NCC1CCCO1)c1ccc(Cn2c(=S)[nH]c3ccccc3c2=O)cc1 (centres undefined) | -6 | 4 | -11 | -6 | 4 | -6 | 2 | -2 | 2 | 1
Cc1ccccc1OCC(=O)NCCC(=O)O | -2 | 0 | 2 | -3 | -1 | 1 | -1 | 1 | -4 | 0
O=C(COC(=O)/C=C/c1cccc(Br)c1)NCCc1ccccc1 | -2 | -2 | 0 | 2 | 1 | -1 | -4 | -5 | -3 | -4
O=C1c2ccccc2[C@@H]2C[C@H]3O[C@H]3CCN12 | -2 | -1 | 1 | 1 | -2 | 0 | 2 | -2 | 3 | 1

Record cards, from the list above:
COc1ccc(OC)c(S(=O)(=O)NCCC(C)C)c1 is entered as SIAE inh = 12; UHRF1 binding = -2; ABHD4 inh = 0; TCR-CD3 inh = -6; PRMT1 inh = -5; NPR1 activator = -8; GC-B act = -3; MBD2 DNA inh = 1; HTRA1 inh = -2; rCAG RNA binder = -4
O=C(Nc1ccc(F)cc1)OCc1cn(Cc2ccc(F)cc2F)nn1 is entered as SIAE inh = -3; UHRF1 binding = 1; ABHD4 inh = -3; TCR-CD3 inh = ·; PRMT1 inh = -2; NPR1 activator = 0; GC-B act = 0; MBD2 DNA inh = -9; HTRA1 inh = ·; rCAG RNA binder = -1

Assay outcomes (PubChem)
